HDAC3 inhib: inhibitors of human histone deacetylase 3 | recombinant HDAC3, fluorogenic peptide/trypsin coupled, fluorescence | inhibition, % at 8.3 µM | hit rate 0.15% among 320,000 | AID 2718; in the data active = inhibition above about 26%, passing the limit was not always enough; inconclusive = no clear call, values can overlap the other calls
Target sequence (O15379 whole entry, looked up): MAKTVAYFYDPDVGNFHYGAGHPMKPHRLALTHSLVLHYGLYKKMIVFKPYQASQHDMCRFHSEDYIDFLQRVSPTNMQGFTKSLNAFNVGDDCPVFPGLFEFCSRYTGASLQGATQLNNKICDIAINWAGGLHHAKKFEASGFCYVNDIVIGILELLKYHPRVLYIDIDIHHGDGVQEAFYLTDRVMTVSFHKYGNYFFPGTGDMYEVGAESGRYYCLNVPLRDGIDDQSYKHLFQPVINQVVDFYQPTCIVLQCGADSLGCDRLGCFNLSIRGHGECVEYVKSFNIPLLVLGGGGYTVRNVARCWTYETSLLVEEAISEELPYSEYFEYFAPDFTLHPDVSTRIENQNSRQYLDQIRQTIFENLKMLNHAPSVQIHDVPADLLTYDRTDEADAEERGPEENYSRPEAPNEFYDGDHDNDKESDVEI
Numbers without * were called inactive; ? = inconclusive. This is a subset; the hit share may differ from the screen's.

SMILES	HDAC3 inhib
CCOC(=O)[C@H]1[C@H]2COc3ccc(Cl)cc3[C@@H]2N2C(=O)CN(C)C(=O)[C@@]12C	-5
C=CCN=C1S/C(=C\N(C)C)C(=O)N1S(=O)(=O)c1ccc(C)cc1	-3
O=C1c2ccccc2C(=O)N1CCC#Cc1ccc2cc(CCO)oc(=O)c2c1	0
C=CCC[C@@H](Cc1ccc(F)cc1)C(=O)OC[C@@H](NC(=O)[C@@H](CC=C)CC(=O)N[C@H](CO)Cc1ccccc1)C(C)(C)C	?
CCSc1nnc(NC(=O)c2ccc3nc[nH]c3c2)s1	4
CC(C)(C)N(Cc1ccccc1)C(=O)COC(=O)c1ccc(S(=O)(=O)N2CCOCC2)cc1	-6
Cn1c(N)c(C(=O)COC(=O)Cc2cccc(C(F)(F)F)c2)c(=O)n(C)c1=O	-7
CC(C)(C)OC(=O)NCCCC[C@H](NC(=O)c1[nH]cnc1C(=O)Nc1ccc(CNC(=O)OC(C)(C)C)cc1)C(=O)OC(C)(C)C	?
O=C(CNC(=O)c1cccc(F)c1)NC1CC1	-3
COCCN(CC(=O)Nc1cccc(C)c1C)C(=O)c1ccc(-n2cccn2)cc1	2
CCOC(=O)C1CCCN(c2nc3ccccc3nc2NS(=O)(=O)c2ccc(C)cc2)C1 (stereo not drawn)	-2
CCCc1cc(=O)[nH]c(SC(C)C(=O)Nc2ccc3c(c2)OCCO3)n1 (stereo not drawn)	0
COc1ccc(NC(=O)CSc2nc3ccccc3c(=O)n2CCCO)cn1	3
c1ccc(C2(CN3CCNC[C@@H]3CC3CCCCC3)CC2)cc1	-1
Cc1ccc(S(=O)(=O)N2CCCN(C(=O)CNC(=O)c3cccc(C)c3)CC2)cc1	6
Cc1ccc(S(=O)(=O)N2CCOCC2)cc1C(=O)Nc1ccncc1	10
O=C(NCC1CCCO1)c1ccccc1NS(=O)(=O)c1cccc([N+](=O)[O-])c1 (stereo not drawn)	4
CN(Cc1ccccc1)C(=O)COC(=O)CCN1C(=O)C2CC=CCC2C1=O (stereo not drawn)	1
CSc1ncccc1C(=O)OCC(=O)NC(C)CCc1ccccc1 (stereo not drawn)	9
Cc1ccc(-c2cc(C(=O)N3CCN(c4ccc(O)cc4)CC3)c3ccccc3n2)cc1	-12
CC(=O)Nc1cccc(C)c1	0
N#Cc1ccc(C(=O)Nc2cc(S(=O)(=O)N3CCOCC3)ccc2N2CCCC2)cc1	-6
CCN(CC)S(=O)(=O)c1ccc(N2CCOCC2)c(NC(=O)c2ccc(=O)[nH]c2)c1	10
CCOc1ncccc1C(=O)Nc1ccc(C)c(S(=O)(=O)N2CCCCCC2)c1	-3
NS(=O)(=O)c1cccc(NC(=O)CSc2nnc3n2CCCCC3)c1	-1
CC1CCCCN1C(=O)COC(=O)c1ccc(N2CCCC2=O)cc1 (stereo not drawn)	-2
O=C(Cc1c(O)c2ccccc2oc1=O)c1ccc(F)cc1	-11
CC1CC(C)CN(C(=O)CN2C(=O)NC(c3ccccc3)(c3ccccc3)C2=O)C1 (stereo not drawn)	8
CNc1snc(C)c1C(=O)OCC(=O)c1ccc(OC)c(F)c1	3
COc1ccccc1N(CCOc1ccccc1)S(=O)(=O)c1ccccc1	3

Not a retest: an excerpt of the list.
SMILES	HDAC3 inhib
O=C(NCC1CCCO1)c1ccccc1NS(=O)(=O)c1cccc([N+](=O)[O-])c1 (stereo not drawn)	4
CN(Cc1ccccc1)C(=O)COC(=O)CCN1C(=O)C2CC=CCC2C1=O (stereo not drawn)	1
CSc1ncccc1C(=O)OCC(=O)NC(C)CCc1ccccc1 (stereo not drawn)	9
Cc1ccc(-c2cc(C(=O)N3CCN(c4ccc(O)cc4)CC3)c3ccccc3n2)cc1	-12
CC(=O)Nc1cccc(C)c1	0
N#Cc1ccc(C(=O)Nc2cc(S(=O)(=O)N3CCOCC3)ccc2N2CCCC2)cc1	-6
CCN(CC)S(=O)(=O)c1ccc(N2CCOCC2)c(NC(=O)c2ccc(=O)[nH]c2)c1	10
CCOc1ncccc1C(=O)Nc1ccc(C)c(S(=O)(=O)N2CCCCCC2)c1	-3
NS(=O)(=O)c1cccc(NC(=O)CSc2nnc3n2CCCCC3)c1	-1
CC1CCCCN1C(=O)COC(=O)c1ccc(N2CCCC2=O)cc1 (stereo not drawn)	-2
O=C(Cc1c(O)c2ccccc2oc1=O)c1ccc(F)cc1	-11
CC1CC(C)CN(C(=O)CN2C(=O)NC(c3ccccc3)(c3ccccc3)C2=O)C1 (stereo not drawn)	8
CNc1snc(C)c1C(=O)OCC(=O)c1ccc(OC)c(F)c1	3
COc1ccccc1N(CCOc1ccccc1)S(=O)(=O)c1ccccc1	3

(list continues)
SMILES	HDAC3 inhib
COc1ccc(C)cc1NC(=O)c1ccc(OCc2c(C)noc2C)cc1	-7
CCOC(=O)Cc1csc(SCC(=O)N2CCN(c3ccccc3)CC2)n1	2
COc1ccccc1C(CNC(=O)C1COc2ccccc2O1)N1CCCC1 (stereo not drawn)	-2
C=CCNc1nc(C(=O)OCC(=O)c2cccc(Br)c2)cs1	2
O=C(c1cc2ccccc2o1)N1CCN(S(=O)(=O)c2ccc(Cl)s2)CC1	-3
C[C@@H]1CN([C@H](C)CO)C(=O)c2cccc(NS(=O)(=O)c3cccs3)c2O[C@H]1CN(C)Cc1ccccc1	-2
Cn1cnc(C(=O)NCc2ccccc2)c1C(=O)NCc1ccccc1	4
Cc1ccc(-n2c(C)nnc2SCC(=O)N(C)C2CCS(=O)(=O)C2)cc1 (stereo not drawn)	-2
C[C@H]1COC(=O)[C@H](Cc2ccc(F)cc2)C/C=C\C[C@H](CC(=O)NCCO)C(=O)N1	0
Cc1cccc(Nc2nnc(SCC(=O)c3c(N)n(C4CC4)c(=O)[nH]c3=O)s2)c1	-3
CCCCN(C(=O)C(CCSC)N1C(=O)c2ccccc2C1=O)c1c(N)n(CCC)c(=O)[nH]c1=O (stereo not drawn)	2
CC1CCC(NC(=O)CSc2nnc(-c3cccnc3)o2)CC1 (stereo not drawn)	6
COc1ccccc1NS(=O)(=O)c1ccc(C(=O)N2CCCCCC2)cc1	8
CC(C)(C)OC(=O)C[C@H]1C/C=C\C[C@@H](CC(=O)N[C@@H](CO)Cc2ccccc2)C(=O)N2CCC[C@H]2COC1=O	-2
Cc1ccc(NC(=O)CN(C)C(=O)C(c2ccccc2)c2ccccc2)cc1	7
O=S(=O)(NCc1ccc(F)cc1)c1ccccc1Br	-1
O=C(COC(=O)c1cc[n+]([O-])cc1)Nc1ccc(Cl)cc1Cl	0
CCCn1c(SCC(=O)c2cc(C)n(C3CC3)c2C)n[nH]c1=O	?
Cc1ccc2c(c1)-n1c(nc3cc(Cl)ccc3c1=O)C(CC(C)C)NC2=O (stereo not drawn)	-2
Cc1ccc(F)cc1NC(=O)c1ccc(OCC2CCCO2)cc1 (stereo not drawn)	-12
O=C(OCC(=O)N1CCN(S(=O)(=O)c2ccccc2)CC1)C1CCC1	-5
COc1ccccc1NCC(=O)N1CCN(S(=O)(=O)c2ccccc2)CC1	-3
COc1ccc(Br)c(C(=O)OCC(=O)NC2CCCCCC2)c1	3
N#Cc1ccc(Cl)cc1NC(=O)CSc1cccc[n+]1[O-]	-5
O=S(=O)(Nc1ccccc1OC(F)F)c1ccc(S(=O)(=O)N2CCCC2)cc1	-2
Cc1ccc(S(=O)(=O)N2[C@@H](c3ccccc3)C(C(=O)O)=CC[C@H]2c2cccc(Cl)c2)cc1	-6
COCCN(C(=O)c1cc2c(s1)CCCCC2)c1c(N)n(CC(C)C)c(=O)[nH]c1=O	-1
FC(F)(F)c1cc(CO[C@@H]2CCCN[C@@H]2c2ccccc2)cc(C(F)(F)F)c1	5
CCCCn1nc(C(=O)NCC2COc3ccccc3O2)c2ccccc2c1=O (stereo not drawn)	10
COc1cc(C=NNC(=O)c2cccnc2)ccc1OC(=O)c1ccccc1F	-11

A draw from above in order of SMILES length, highest first.
SMILES	HDAC3 inhib
Cc1ccc2c(c1)-n1c(nc3cc(Cl)ccc3c1=O)C(CC(C)C)NC2=O (stereo not drawn)	-2
O=C(COC(=O)c1cc[n+]([O-])cc1)Nc1ccc(Cl)cc1Cl	0
CCCCn1nc(C(=O)NCC2COc3ccccc3O2)c2ccccc2c1=O (stereo not drawn)	10

Other compounds follow.
SMILES	HDAC3 inhib
N#Cc1ccccc1NC(=O)COC(=O)C1CCN(C(=O)c2ccc(Cl)cc2)CC1	1
Cc1cccc(NC(=O)COC(=O)c2ccc(C)c(S(=O)(=O)N3CCCCC3)c2)c1	13
COc1ccc(S(=O)(=O)Nc2c(C)nn(C)c2C)cc1Br	3
COc1ccc(Br)cc1CN(C)C(=O)C1=CC=CN2CCS(=O)(=O)N=C12	1
Cc1cccc(NC(=O)C(C)Sc2nc3ccccc3c(=O)n2CCCN2CCOCC2)c1 (stereo not drawn)	0
CCN(CC)C(=O)[C@H]1CC(CC(=O)NC/C=C(\C)CCC=C(C)C)C(=O)N2CCc3c([nH]c4ccccc34)[C@]12C (stereo partly drawn)	25
CN(CC(=O)Nc1ccc(F)c(F)c1F)C(=O)CCN1C(=O)C2CCCCC2C1=O (stereo not drawn)	2
O=C(COC(=O)CNC(=O)c1ccc(Cl)cc1Cl)NNC(=O)c1ccccc1	2
CC(C)N(C(=O)COC(=O)CCC(=O)c1cccs1)c1ccccc1	?
Cc1nnc(SCC(=O)NCC(=O)Nc2ccc(F)c(F)c2F)n1N	-5
CC(C)(C)[C@H]1COC(=O)[C@H](NC(=O)OCC2c3ccccc3-c3ccccc32)C/C=C\C[C@@H](CC(=O)N[C@@H](CO)Cc2ccccc2)C(=O)N1	10
CC(C)NC(=O)N(C)C[C@@H]1Oc2ccc(NC(=O)CCN3CCOCC3)cc2CC(=O)N([C@@H](C)CO)C[C@@H]1C	0
CC1CCN(C(=O)COC(=O)c2ccc3ccccc3n2)CC1	9
CN(C)C1=NC[C@H](Cc2ccccc2)N1CC1CCCC1	-2
COc1ccccc1/C=C/C(=O)OCC(=O)c1c[nH]c2ccccc12	5
O=C(COC(=O)c1ccc(F)cc1)NC1CC1	-3
COCCn1c(SCC(=O)c2c(N)n(C3CC3)c(=O)[nH]c2=O)nnc1-c1ccc(Cl)cc1	3
CCc1ccccc1NC(=O)CNC(=O)CCNC(=O)Nc1ccccc1	11
O=C(Cn1ccc(NC(=O)OCc2ccccc2)nc1=O)NCCCN1CCCC1=O	2
O=C(COC(=O)c1c[nH]c2ccccc12)Nc1ccccc1	2
CCOC(=O)C1CCN(C(=O)COC(=O)c2c(C)c(CC)nc3ccccc23)CC1	-3
CN(Cc1ccccc1)C(=O)CN1CCN(S(=O)(=O)c2ccc(Cl)c(Cl)c2)CC1	1
CCCCn1nc(C(=O)Nc2cc(C(F)(F)F)ccc2N2CCOCC2)ccc1=O	10
COc1cc(CC(=O)OCC(=O)N(C)C2CCCCC2)cc(OC)c1OC	5
O=C(COC(=O)Cc1ccc(F)cc1)NC1CCCCC1	0
O=C(COC(=O)c1ccc([N+](=O)[O-])o1)NCc1ccc2c(c1)OCO2	1
COc1ccc(-c2ccc3c(c2)S(=O)(=O)c2cccc(C(=O)NCc4ccccc4Cl)c2C3=O)cc1OC	1
CC(=O)N/C(=C/c1ccccc1)c1ccccc1	-4
O=C(COC(=O)Cc1n[nH]c(=O)c2ccccc12)NNC(=O)c1ccc(Br)cc1	-12
COc1ccc(N(CC(=O)NCCSc2ccccc2)S(=O)(=O)c2ccccc2)c(OC)c1	2
Cc1ccc(C)c(NC(=O)CCN2C(=O)C3CC=CCC3C2=O)c1 (stereo not drawn)	1
CCN(C(=O)CN1C(=O)NC2(CCCc3ccccc32)C1=O)c1ccc(F)cc1 (stereo not drawn)	0
CCCN(CC(=O)Nc1ccccc1OC)C(=O)C1=COCCO1	-2
Cc1csc(CNc2ncnc3ccc(-c4ccccc4Cl)cc23)c1	-1
COC(=O)c1cc(C(=O)OCC(=O)NC(=O)NCc2ccccc2)cc([N+](=O)[O-])c1	-5
COc1cc2c(C(F)(F)F)c(-c3ccsc3)oc(=O)c2cc1OC	-1
C[C@]12c3[nH]c4ccccc4c3CCN1C(=O)C(CC(=O)NCCC1=CCCCC1)C[C@@H]2C(=O)N1CCCCC1 (stereo partly drawn)	4
Cc1ccccc1NC(=O)Cc1nc(COC(=O)c2ccc(C(F)(F)F)cc2)cs1	-6
O=C(NCc1ccc(Cl)cc1)c1cccc(S(=O)(=O)N2CCCC2)c1	3
CC(C)(C)OC(=O)NCCCCCNC(=O)c1[nH]cnc1C(=O)NC1CCN(C(=O)OC(C)(C)C)CC1	14
CCCc1cc(=O)[nH]c(SCC(=O)Nc2cc(S(=O)(=O)N3CCCCC3)ccc2C)n1	-1
COc1ccc(S(=O)(=O)N2CCCCC2)cc1NC(=O)c1ccc(CS(C)(=O)=O)cc1	-3
Cc1ccc(OCCC(=O)OCC(=O)c2ccc3c(c2)NC(=O)CO3)cc1	1
O=C(N[C@@H](Cc1ccccc1)C(=O)OCc1ccccc1)c1ccco1	-4
COc1ccc(CN(C)C(=O)COC(=O)c2cc([N+](=O)[O-])ccc2N2CCCC2)c(OC)c1OC	-2
O=C(COC(=O)Cc1ccsc1)Nc1ccccc1Cl	0
Cc1ccc(NC(=O)COC(=O)CC2CC3CCC2C3)cc1S(=O)(=O)N1CCOCC1 (stereo not drawn)	-4
CN(C)c1cccc(C(=O)OCC(=O)NC(=O)NCc2ccccc2)c1	-3
O=C(Cc1n[nH]c(=O)c2ccccc12)OCC(=O)c1ccccc1	2
O=[N+]([O-])c1cc(S(=O)(=O)N2CCOCC2)ccc1NS(=O)(=O)c1ccccc1	2
CCN1CCc2nc(N)oc2CC1	-2
C#CCOCCOCCOCCNc1nc(N2CCN(C(=O)CCCCCCCCCCNC(=O)[C@@H](CCSC)n3cc(CCO)nn3)CC2)nc(N2CCN(C(=O)CCCCCCCCCCNC(=O)[C@@H]([C@H](C)O)n3cc(C)nn3)CC2)n1	18
C#CCOCCOCCOCCNc1nc(N2CCN(C(=O)CCCCCCCCCCNC(=O)[C@@H](CCC(=O)O)n3cc(CCCCCN)nn3)CC2)nc(N2CCN(C(=O)CCCCCCCCCCNC(=O)[C@H](CCCCN)n3cc(C[C@@H](C)CC)nn3)CC2)n1	?
COCCn1c(C)cc(C(=O)CSc2nnnn2C2CCCC2)c1C	-2
COc1ccc(S(=O)(=O)N(C)C[C@H]2Oc3ccc(NC(=O)C4CCCCC4)cc3C(=O)N([C@H](C)CO)C[C@@H]2C)cc1	11
Cc1cccc(C)c1NC(=O)COC(=O)CCc1c[nH]c2ccccc12	-6
Cc1ccc(S(=O)(=O)N(C)C[C@@H]2Oc3ccc(NC(=O)Nc4cccc5ccccc45)cc3C(=O)N([C@H](C)CO)C[C@H]2C)cc1	13

Screening data (PubChem BioAssay)
